# XiGFP reactiv: X-chromosome reactivation activator; AID 743238; activation, % at 7.58 µM; hit rate 0.055% among 360,000; XiGFP mouse fibroblasts, % GFP-positive cells imaging, 3 d; cells co-treated with 5-aza-dC sensitizer; scaled so ellipticine positive control = 100%;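 active means mean normalized replicate activation at least 10% and every replicate at or above 10%; inconclusive means only one of the two criteria met; inactive means mean below 10% and not all replicates reach 10%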;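 further: 0% = median of on-plate neutral control wells and 100% = ellipticine 6 µM median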
#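 System: XiGFP fibroblasts, SV40-immortalized. Medium: DMEM plus 5-aza-dC sensitizer. Doses: single point. Timing: 3 d treatment, 15 min room-temperature fixation. Control set: ellipticine 6 µM.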
# Cneo AK release: causes C. neoformans cell lysis. lysis activity, % at 15 µM. hit rate 0.2% among 360,000. AID 651654. adenylate kinase release luminescence, 4 h; normalised: neutral wells 0, clomiphene wells 100;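 active means mean lysis activity across replicates of at least 80%, whatever share of replicates individually reach that level; inactive means mean lysis activity below 80%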
#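 Signal: Adenylate kinase release luminescence | Assay system: Log-phase Cryptococcus neoformans yeast cells | Input: Cells at 5 × 10^6 per mL | Buffer or medium: Fresh YPD growth medium | Compound: Single dose | Schedule: Static 4 h at 37 °C with compound, 1 h detection | Controls: Clomiphene | Read-out: Luminescence rise reflecting yeast cell lysis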
# LGR2 inh: inhibitors of bursicon-induced Drosophila LGR2 receptor cAMP signaling; HEK293 LGR2, CRE-luciferase, bursicon-stimulated, 4 h; inhibition, % at 9.99 µM; hit rate 0.35% among 380,000; AID 720647;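 active means drop in luminescence signal, shown as inhibition above about 50% in the replicate tests, limit read from the data, passing the limit was not always enough; inconclusive means probably only some replicates passing the limit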;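 further: agonist challenge used bursicon conditioned medium at about half maximal strength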
# ERAP1 inh: inhibitors of human ERAP1 aminopeptidase | hit rate 0.15% among 340,000 | recombinant ERAP1, Leu-AMC fluorescence, 60 min | AID 652197 | inhibition, % at 10.7 µM | Q9NZ08;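 active means mean replicate inhibition of at least 30%, or all replicates individually reaching that 30% level; inactive means mean below 30% and not every replicate reaching it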;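 further: 0% = neutral control wells and 100% = L-leucinethiol positive control wells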
# S100A4 MyoIIA: inhibitors of human S100A4 binding to myosin IIA peptide. P26447. S100A4/TAMRA-MyoIIA peptide fluorescence polarization. inhibition, % at 10.7 µM. hit rate 0.14% among 360,000. AID 652163;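 active means mean inhibition of at least 70% across replicates, with every replicate also reaching that level; inconclusive means mean inhibition reaches 70% but some replicates fall short; inactive means mean inhibition below 70%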
# Target sequence (P26447 whole entry, looked up): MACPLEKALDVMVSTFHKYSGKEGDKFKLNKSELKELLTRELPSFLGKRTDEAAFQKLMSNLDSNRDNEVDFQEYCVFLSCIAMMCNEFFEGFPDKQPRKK
#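 Test system: S100A4 monomer protein. Medium: HEPES buffer with Ca2+, pH 7.2. Reagent: fluorescent myosin IIA peptide, 5 nM. Compound dosing: single-point compound testing. Timing: 5 min between mix addition and reading. Benchmarks: DMSO neutral and TFP positive wells.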
# SIRT5 inh: blocks human SIRT5 desuccinylation of peptide; Q9NXA8; Purified SirT5, succinyl-peptide AMC, trypsin-coupled fluorescence; inhibition, % at 15 µM; hit rate 1.1% among 330,000; in the data active means inhibition above about 15%; inconclusive means no clear call, values can overlap the other calls
# Target sequence (Q9NXA8 whole entry, looked up): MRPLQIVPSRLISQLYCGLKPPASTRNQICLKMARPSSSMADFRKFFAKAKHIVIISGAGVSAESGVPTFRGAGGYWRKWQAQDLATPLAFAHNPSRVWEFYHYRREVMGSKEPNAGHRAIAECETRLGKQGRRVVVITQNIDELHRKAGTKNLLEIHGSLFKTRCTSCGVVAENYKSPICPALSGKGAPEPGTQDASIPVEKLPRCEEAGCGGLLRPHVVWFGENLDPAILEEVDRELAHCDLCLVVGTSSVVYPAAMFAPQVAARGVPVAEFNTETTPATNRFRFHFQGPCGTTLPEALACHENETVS
# PGC1a acetyl inh: lowers PGC1a acetylation signal in U2OS cells; AlphaScreen anti-acetyl-lysine; with virally co-expressed GCN5 acetyltransferase; inhibition, % at 15.6 µM; hit rate 0.17% among 350,000; AID 651687;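 active means every replicate shows inhibition of at least 40%; inconclusive means mean inhibition at least 40% but some replicate below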;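 further: 0% = neutral control wells and 100% = positive control wells; some results beyond the cut were filed as inactive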
# C2C12 statin: suppression of simvastatin myotoxicity | C2C12 myotubes + simvastatin, ATP luminescence, 48 h; scaled: DMSO 0, geranylgeraniol control 100 | rescue of ATP level, % at 7.49 µM | hit rate 0.78% among 330,000 | AID 602340;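 active means mean ATP rescue above about 67%, or every replicate alone reaching that limit, limit read from the data, passing the limit was not always enough; inconclusive means no clear call, values can overlap the other calls; inactive means mean under the limit and some replicate under it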;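 further: myotubes were challenged with 10 µM simvastatin during compound exposure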
# * hit, by the source's call; ? = inconclusive; · = not tested or not shown.
smiles | XiGFP reactiv | Cneo AK release | LGR2 inh | ERAP1 inh | S100A4 MyoIIA | SIRT5 inh | PGC1a acetyl inh | C2C12 statin
COc1ccc(S(=O)(=O)N(C)C[C@@H]2OCCCC[C@H](C)Oc3ccc(NC(=O)CCCN(C)C)cc3C(=O)N([C@H](C)CO)C[C@@H]2C)cc1 | -0.2 | 1 | 6 | 1 | 56 | -7 | 8 | ·
CCOCCCNC(=O)C(NC(=O)c1ccccc1O)c1ccc(C)cc1 (configuration not stated) | 0.2 | · | 14 | 0 | 6 | -9 | -3 | ·
CCN(CC)C(=O)C1=C(C)N(CCCN2CCCC2=O)C(=O)C(CC(=O)NC2CCCC2)C1 (configuration not stated) | -0.2 | 0 | ? | 10 | -4 | -1 | 9 | 6
C/C(=C\C(=O)c1ccccc1)Nc1cccc(O)c1 | · | 6 | -59 | -5 | 7 | 0 | 5 | 1
COc1cc(C2Nc3ccc4ncccc4c3C3=C2C(=O)CCC3)cc(OC)c1O (configuration not stated) | · | -6 | -22 | · | · | · | -6 | -31
O=C(Cc1ccccc1)NN1C(=O)C2C(C1=O)C1C=CC2C12CC2 (configuration not stated) | 0.0 | 2 | 1 | 2 | -3 | 0 | 5 | ·
CO[C@@H]1CN(C)C(=O)c2cc(NC(=O)c3ccccc3)ccc2OC[C@@H](C)N(C(C)=O)C[C@H]1C | 0.1 | -1 | -5 | -3 | -17 | -3 | -7 | 2
CCN(CC)C(=O)C1=C(C)N(Cc2ccc(C(C)(C)C)cc2)C(=O)C(CC(=O)NCCCN(C)C)C1 (configuration not stated) | 0.0 | -1 | -9 | -2 | -2 | -7 | 11 | 8
O=C(COC(=O)CC1CCCC1)Nc1cccc(F)c1 | -0.3 | -3 | 5 | 0 | 1 | 0 | -6 | -4
COCC(=O)N(C)C[C@@H]1Oc2cc(Br)ccc2S(=O)(=O)N([C@H](C)CO)C[C@@H]1C | -0.5 | 3 | 3 | 3 | 7 | -1 | -17 | 6
C[C@@H]1CCCCO[C@H](CN(C)C(=O)Cc2ccccc2)[C@@H](C)CN([C@H](C)CO)C(=O)c2cc(NC(=O)Nc3ccc(C(F)(F)F)cc3)ccc2O1 | 0.2 | -2 | -2 | 0 | -4 | 0 | · | -49
CC(C)(C)[C@H]1COC(=O)[C@H](NC(=O)OCC2c3ccccc3-c3ccccc32)C/C=C\C[C@@H](CC(=O)N[C@@H](CO)Cc2ccccc2)C(=O)N1 | 0.2 | -2 | -2 | -2 | -2 | · | -10 | -18
CCOc1ccc(N2CC(C(=O)Nc3nnc(SCCOC)s3)CC2=O)cc1 (configuration not stated) | 0.0 | -2 | 17 | -7 | -2 | 0 | -9 | -5
CCc1nc2ccccc2n1CCC(=O)O | · | 3 | -4 | -2 | 2 | 1 | · | -1
CC(=O)NCCNC(=O)c1ccc(Cn2c(=O)[nH]c3ccsc3c2=O)cc1 | 0.0 | 2 | 8 | -7 | -3 | 0 | -43 | 1
COc1ccccc1OCC(=O)NCC(c1cccs1)N1CCOCC1 (configuration not stated) | -0.2 | 2 | -2 | -3 | -2 | -1 | · | 4
CN1C(=O)/C(=C\c2ccco2)N=C1c1ccc(Cl)cc1Cl | 0.1 | · | -19 | 2 | -8 | 5 | · | ·
Cc1ccc(S(=O)(=O)/N=c2\scc(C)n2C)cc1 | 0.0 | 0 | -4 | · | 1 | · | 1 | 8
COc1ccc(NC(=O)Nc2ccc3c(c2)C(=O)N([C@H](C)CO)C[C@@H](C)[C@H](CN(C)S(=O)(=O)c2ccccc2)OCCCC[C@H](C)O3)cc1 | 0.0 | -11 | -1 | 3 | -9 | 10 | -9 | ·
COC(=O)/C(=C\C(=O)c1ccc([N+](=O)[O-])cc1)Nc1ccc(OC)cc1 | 0.0 | 1 | -1 | · | -2 | 0 | -10 | ·
CC(C)N(C(=S)Nc1cccnc1)c1ccccc1 | -0.2 | 9 | 8 | -3 | -3 | 0 | -1 | ·
COc1ccc(CN(C)C[C@H]2Oc3c(NC(=O)C4CC4)cccc3C(=O)N([C@H](C)CO)C[C@@H]2C)cc1 | 1.3 | 2 | 1 | -1 | 14 | 0 | -30 | 19
COc1ccc(NC(=O)Nc2ccc3c(c2)[C@H]2C[C@@H](CC(=O)N4CCCCC4)O[C@@H](CO)[C@H]2O3)cc1 | 0.0 | -58 | 15 | -2 | -6 | 2 | -8 | -1
COCCNC(=O)C[C@@H]1CC[C@@H](NC(=O)NC2CCCCC2)[C@H](CO)O1 | -0.8 | -4 | 0 | 3 | 0 | -1 | 1 | -7
CCc1cccc(OCC(=O)Nc2ccc(S(=O)(=O)Nc3onc(C)c3C)cc2)c1 | 0.0 | 0 | 9 | -2 | 2 | · | 7 | 4
Cc1nnc(SCC2=C(C(=O)O)N3C(=O)C(NC(=O)Cn4ncc(Cl)c4C)C3SC2)s1 (configuration not stated) | -0.1 | · | -3 | 1 | -28 | -2 | 15 | ·
O=C(N/C(=C/c1ccco1)C(=O)N1CCCCC1)c1cccs1 | · | 4 | 6 | · | · | · | 14 | -14
Cc1ccsc1C(=O)OCC(=O)c1ccc[nH]1 | 0.0 | 2 | -76 | 0 | -1 | -1 | -2 | -4

# Entries listed so far containing an NH in an aromatic ring (two):
smiles | XiGFP reactiv | Cneo AK release | LGR2 inh | ERAP1 inh | S100A4 MyoIIA | SIRT5 inh | PGC1a acetyl inh | C2C12 statin
CC(=O)NCCNC(=O)c1ccc(Cn2c(=O)[nH]c3ccsc3c2=O)cc1 | 0.0 | 2 | 8 | -7 | -3 | 0 | -43 | 1
Cc1ccsc1C(=O)OCC(=O)c1ccc[nH]1 | 0.0 | 2 | -76 | 0 | -1 | -1 | -2 | -4

# Quoted from the listing:
# `CCN(CC)C(=O)C1=C(C)N(CCCN2CCCC2=O)C(=O)C(CC(=O)NC2CCCC2)C1` (configuration not stated) in SIRT5 inh is listed with -1
# `CCc1cccc(OCC(=O)Nc2ccc(S(=O)(=O)Nc3onc(C)c3C)cc2)c1` in LGR2 inh is listed with 9

# In the list so far, 3 have two or more sulfur atoms:
smiles | XiGFP reactiv | Cneo AK release | LGR2 inh | ERAP1 inh | S100A4 MyoIIA | SIRT5 inh | PGC1a acetyl inh | C2C12 statin
CCOc1ccc(N2CC(C(=O)Nc3nnc(SCCOC)s3)CC2=O)cc1 (configuration not stated) | 0.0 | -2 | 17 | -7 | -2 | 0 | -9 | -5
Cc1ccc(S(=O)(=O)/N=c2\scc(C)n2C)cc1 | 0.0 | 0 | -4 | · | 1 | · | 1 | 8
Cc1nnc(SCC2=C(C(=O)O)N3C(=O)C(NC(=O)Cn4ncc(Cl)c4C)C3SC2)s1 (configuration not stated) | -0.1 | · | -3 | 1 | -28 | -2 | 15 | ·

# Screening data from PubChem BioAssay.

# Not all compounds are listed; count on the stated rates, not on these rows.
